High-throughput results as filed in PubChem BioAssay.
Pin1 inhibitor: qHTS Assay to Find Inhibitors of Pin1 | Potency, µM (highest dose often 115 µM), inactives show at the top dose activity, negative = inhibition, actives largely listed as inhibitors | 390,000 compounds, 0.009% hits | AID 504891, 2011 | Peptidyl-prolyl cis-trans isomerase NIMA-interacting 1 (Homo sapiens), Q13526 | Pin1 FP peptide displacement, HiFluor488, 10 min; active = well fitted inhibition curve with a large enough effect in the polarisation, with a control signal flat, not every such curve was filed as active; inconclusive = small, poorly fitted or top-dose-only effect, or effect the other way, or a change in a side signal; inactive = no such curve, though single readings can be large or run the other way; the % refers to the polarisation; note: potency is the fitted concentration of half-maximal effect; % is set by controls: 0 for no effect and ±100 for the full control effect
G9a block: qHTS Assay for Inhibitors of Histone Lysine Methyltransferase G9a; Histone-lysine N-methyltransferase EHMT2 (Homo sapiens), Q96KQ7; G9a H3K9 monomethylation, AlphaScreen, 2 h; Potency, µM (highest dose often 102 µM), without a hit: at the top dose activity, negative = inhibition, actives largely listed as inhibitors; 350,000 compounds, 8.8% hits; note: potency is the fitted concentration of half-maximal effect; % is set by controls: 0 for no effect and ±100 for the full control effect; nearly all actives have a fitted effect of over 75% in size
Target sequence (Q96KQ7 913-1193 limits assumed): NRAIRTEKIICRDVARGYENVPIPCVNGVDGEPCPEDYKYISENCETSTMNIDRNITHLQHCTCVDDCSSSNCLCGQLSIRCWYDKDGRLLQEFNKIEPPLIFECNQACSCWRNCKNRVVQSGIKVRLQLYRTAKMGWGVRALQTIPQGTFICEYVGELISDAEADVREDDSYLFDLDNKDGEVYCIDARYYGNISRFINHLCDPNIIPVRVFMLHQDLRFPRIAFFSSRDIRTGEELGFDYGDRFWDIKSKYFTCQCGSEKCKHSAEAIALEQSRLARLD
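Chemiluminescent proximity detection of H3K9 monomethylation, read after 10 min bead incubation in the dark. Reaction: 20 nM G9a, 500 nM biotin-H3K9 peptide, 20 uM SAM cofactor, 2 h, room temperature, following 15 min enzyme-compound preincubation.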
JMJD2A Tudor inh: qHTS Assay for Inhibitors of JMJD2A-Tudor Domain; Lysine-specific demethylase 4A (Homo sapiens), O75164; Potency, µM (series often up to 114 µM), without a hit: top-dose activity change, negative = inhibition, usual class: inhibitors; 390,000 compounds, 4.4% hits; AlphaScreen JMJD2A-Tudor / H3K4me3 peptide binding; AID 504339, 2011; note: potency is the fitted concentration of half-maximal effect; % is set by controls: 0 for no effect and ±100 for the full control effect; nearly all actives have a fitted effect of over 50% in size
HP1b chromo inh: HTS for Inhibitors of HP1-beta Chromodomain Interactions with Methylated Histone Tails; Potency, µM (top dose mostly 114 µM), for inactives: at the highest dose activity change, negative = inhibition, actives largely listed as inhibitors; Chromobox protein homolog 1 (Homo sapiens), P83916; 390,000 compounds, 0.56% hits; AlphaScreen HP1-beta / biotin-H3K9me3 peptide binding; note: potency is the fitted concentration of half-maximal effect; nearly all actives have a fitted effect of over 70% in size; inactives centre near 23
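HP1-beta protein (50 nM final) preincubated 30 min at room temperature with biotinylated H3(1-18)K9me3 peptide (50 nM) in PBS pH 7.4, 0.01% Tween-20, then compound added for 30 min. AlphaScreen streptavidin donor/nickel chelate acceptor beads (10 ug/mL final), 30 min dark, luminescence read.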
POLH inh: qHTS for Inhibitors of Polymerase Eta. recombinant Pol eta, fluorescent DNA replication assay. Potency, µM (titrated, usually from 114 µM), without a hit: at the top dose activity change, negative = inhibition, actives largely listed as inhibitors. 390,000 compounds, 1.2% hits. AID 588591, 2011; note: potency is the fitted concentration of half-maximal effect; % is set by controls: 0 for no effect and ±100 for the full control effect
Target sequence (Q9Y253 whole entry, looked up): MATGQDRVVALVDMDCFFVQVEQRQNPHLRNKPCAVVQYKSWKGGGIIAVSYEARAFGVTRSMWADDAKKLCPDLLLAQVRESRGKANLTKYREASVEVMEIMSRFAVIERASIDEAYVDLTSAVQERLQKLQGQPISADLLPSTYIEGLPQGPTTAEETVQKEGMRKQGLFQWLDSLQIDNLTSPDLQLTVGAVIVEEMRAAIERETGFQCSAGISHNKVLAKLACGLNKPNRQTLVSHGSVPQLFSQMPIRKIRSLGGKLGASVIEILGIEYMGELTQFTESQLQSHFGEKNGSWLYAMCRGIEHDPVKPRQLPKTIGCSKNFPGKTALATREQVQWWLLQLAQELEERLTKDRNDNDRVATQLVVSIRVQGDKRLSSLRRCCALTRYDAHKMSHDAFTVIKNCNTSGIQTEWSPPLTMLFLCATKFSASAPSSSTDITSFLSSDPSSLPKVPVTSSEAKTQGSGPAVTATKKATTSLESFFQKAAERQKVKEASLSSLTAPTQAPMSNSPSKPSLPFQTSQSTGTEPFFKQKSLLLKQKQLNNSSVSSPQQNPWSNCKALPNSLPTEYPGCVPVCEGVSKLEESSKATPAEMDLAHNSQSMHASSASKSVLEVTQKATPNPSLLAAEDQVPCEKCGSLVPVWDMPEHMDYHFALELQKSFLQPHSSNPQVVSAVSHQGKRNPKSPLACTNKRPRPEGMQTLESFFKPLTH
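Pol eta (10 nM) was preincubated with compounds for 15 min at room temperature, after which fluorescent replication substrate (50 nM final) was added to start the reaction. Fluorescence was read kinetically at 0 and 10 min.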
GLS inh: qHTS for Inhibitors of Glutaminase (GLS) | Potency, µM (highest dose often 45.5 µM), inactives show at the top dose activity change, negative = inhibition, usual class: inhibitors | AID 624170, 2012 | 410,000 compounds, 0.21% hits | GLS enzymatic activity, qHTS titration | Glutaminase kidney isoform, mitochondrial (Homo sapiens), O94925; note: potency is the fitted concentration of half-maximal effect; % is set by controls: 0 for no effect and ±100 for the full control effect
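Compounds were pin-transferred onto hKGA, after which L-glutamine (1 mM solution) and a detection mix of glutamate oxidase, HRP and Amplex Red were added. Initial and 30 min RT fluorescence reads were collected.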
PGK inhibitor: qHTS Assay to Find Inhibitors of Phosphoglycerate Kinase | Phosphoglycerate kinase, glycosomal (Trypanosoma brucei brucei), P07378 | PGK/GAPDH coupled, Kinase-Glo luminescence, 60 min | Potency, µM (top dose mostly 57.5 µM), for the others: top-dose activity change, negative = inhibition, most hits filed as inhibitors | 380,000 compounds, 0.043% hits; note: potency is the fitted concentration of half-maximal effect; % is set by controls: 0 for no effect and ±100 for the full control effect; nearly all actives have a fitted effect of over 60% in size
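Recombinant glycosomal PGK reaction used 1,3-bisphosphoglycerate generated in-well by GAPDH (100nM final) in 100mM TEA pH 7.6, 5mM MgCl2, 0.01% Tween-20. After 60 minutes at room temperature, ATP was read by Kinase-Glo Plus luminescence end-point.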
PI4K2A inh: qHTS for small molecular inhibitors of PI4K2A | Phosphatidylinositol 4-kinase type 2-alpha (Homo sapiens), Q9BTU6 | purified PI4K2A, ADP-Glo luminescence, 1 h; hits give low values | activity change, negative = inhibition, % at 76.9 µM | 420,000 compounds, 0.13% hits; in the data active = activity change below about -50%; inconclusive = mostly about -30% to -49%;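 note: -100% = wells without enzyme as full effect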
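In this quantitative HTS, ADP production by PI4K2A was quantified luminescently after 1 h at ambient temperature; 100 microM adenosine served as plate-quality control.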
BAZ2B block: qHTS Assay for Inhibitors of BAZ2B; AlphaScreen BAZ2B-H3K14Ac peptide displacement; Potency, µM (highest dose often 114 µM), for the others: top-dose activity change, negative = inhibition, usual class: inhibitors; 360,000 compounds, 4.4% hits; AID 504333, 2011; note: potency is the fitted concentration of half-maximal effect; % is set by controls: 0 for no effect and ±100 for the full control effect; nearly all actives have a fitted effect of over 60% in size
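Protein-peptide AlphaScreen: BAZ2B 50 nM, b-H3K14Ac 50 nM, 1x PBS pH 7.4 + 0.01% Tween-20. Preincubation 30 min RT; cpd 30 min RT (top 110 uM); beads 20 min RT, light-protected.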
Starred values were filed as active, the others as inactive; i = inactive; ? = inconclusive; nt = no result given; [ ] = another dose, or the depositor's remark. Unless noted, calls come from the whole dose curve; as a rule, active = well fitted curve in the direction sought with a large enough effect; inconclusive = small, poorly fitted or top-dose-only effect, or another doubt; inactive = no such curve, though single readings can be large; an effect the other way counts as inactive or inconclusive.

Start of the data: the first three records as a preview:
SMILES	Pin1 inhibitor	G9a block	JMJD2A Tudor inh	HP1b chromo inh	POLH inh	GLS inh	PGK inhibitor	PI4K2A inh	BAZ2B block
Cc1ccc(Nc2c3c(nc4ccccc24)CCC3)cc1F	-1%	-25%[59 µM]	-24%	32%	-21%	22%	8%	-1	-27%
Cc1cccc(NCc2ccc(N(C)C)cc2)n1	-2%	50µM*	50µM*	?	-5%	21%	-2%	-7	40µM*
CCOC(=O)c1c(C2CC2)csc1NC(=O)COC(=O)c1ccc[n+]([O-])c1	-4%	2%	-14%	15%	-2%	15%	5%	-4	-6%

This part in full (from the top)
SMILES	Pin1 inhibitor	G9a block	JMJD2A Tudor inh	HP1b chromo inh	POLH inh	GLS inh	PGK inhibitor	PI4K2A inh	BAZ2B block
Cc1ccc(Nc2c3c(nc4ccccc24)CCC3)cc1F	-1%	-25%[59 µM]	-24%	32%	-21%	22%	8%	-1	-27%
Cc1cccc(NCc2ccc(N(C)C)cc2)n1	-2%	50µM*	50µM*	?	-5%	21%	-2%	-7	40µM*
CCOC(=O)c1c(C2CC2)csc1NC(=O)COC(=O)c1ccc[n+]([O-])c1	-4%	2%	-14%	15%	-2%	15%	5%	-4	-6%
CN(C(=O)COC(=O)c1ccc(Br)o1)c1c(N)n(Cc2ccccc2)c(=O)[nH]c1=O	-1%	-31%[0.501 µM]	-8%	30%	-16%	-2%	i	0	3%
Cc1cc(C)c(COCc2cc(/C=N/O)c(C)cc2C)cc1/C=N/O	?	-3%[59 µM]	-25%	12%	-19%	24%	4%[11.5 µM]	-2	-1%
COc1cc(CCC(=O)OCC(=O)Nc2ccc(F)c(F)c2)cc(OC)c1OC	-12%	13%	-11%	6%	-6%	1%	-8%	-3	-4%
COc1ccc(-c2csc3ncnc(N4CCN(c5cccc(Cl)c5)CC4)c23)cc1	?	?	-31%	9%	-18%	7%	-8%	-6	?
C/C(=N/OC(=O)c1ccccc1)c1oc(C)nc1C	6%	nt	-10%	24%	5%	0%	-10%	-17	-1%
Cc1nnc(NC(=O)C2CCCO2)s1 (centres undefined)	-4%	8.9µM*	-19%	-5%	-4%	-5%	-1%	-4	1%
CSc1nc(C)cc(OCC#N)n1	-2%	14%	8%[57.1 µM]	35%[activator]	-2%	12%	11%	-13	6%
COc1ccc(-c2c(C)oc3c(CN4CCCCC4C)c(O)ccc3c2=O)cc1OC (centres undefined)	0%	3%[59 µM]	-7%	39%[activator]	-11%	-1%	i	2	12%
O=C(NNC(=O)C1CCCO1)c1ccc(F)cc1 (centres undefined)	-7%	-7%[59 µM]	9%	53%[activator]	-9%	-3%	-4%	4	8%
CCC(=O)Nc1cc(NC(=O)CSc2nnc(C(C)C)n2CC)ccc1C	10%	7%[12.7 µM]	3%	48%	-13%	-6%	1%	2	-39%
COc1ccc(NC(=S)N(Cc2ccc(Cl)cc2)Cc2ccc(C(=O)O)cc2)cc1Cl	-16%	?	-25%	12%	-6%	2%	-10%	-2	?
Cc1ccc(NC(=O)CN2CCN(c3ccccc3F)CC2)cc1F	-18%	2%[12.7 µM]	8%	46%[activator]	-19%	-6%	i	4	3%
O=C1c2ccccc2-n2c1nc1ccccc1c2=O	-7%	-9%	-17%	16%	3%	-3%	-5%	-7	-30%
COc1cc(/C=C2\N=C3CCCCCN3C2=O)ccc1O	?	?	-18%	39%[activator]	-10%	-1%	3%[11.5 µM]	-3	-24%
COc1ccc(S(=O)(=O)NCCc2sc(C)nc2C)cc1F	5%	-33%[59 µM]	-2%	30%[57 µM]	-16%	-8%	-4%	9	1%
OCC[C@@H]1C[C@H](O)[C@@H](O)[C@]2(CCCCO2)O1	1%	nt	-19%	35%	-7%	4%	7%	2	nt
CCC(C)[C@H](NC(=O)N1CC(=O)Nc2ccccc21)C(=O)N[C@@H](C(=O)O)c1ccccc1 (some centres undefined)	5%	79µM*	-24%	17%	-15%	-1%	0%	5	-12%
COc1ccc(N2CC(C(=O)N[C@@H](C)C(=O)NCc3ccccc3OC)CC2=O)cc1 (some centres undefined)	3%	?	-3%	43%[activator]	0%	2%	i	-3	-14%
CCC(CC)C(=O)Nc1cccc(C(=O)N2CCOCC2)c1	-4%	?	-7%	29%	5%	-3%	nt	2	13%
O=C1CCC(C(=O)N2CCC(O)(c3ccccc3)CC2)CN1CCc1ccccc1 (centres undefined)	-10%	?	-8%	25%	-19%	2%	-6%	2	-1%
Cc1occc(=O)c1OC(=O)Nc1ccccc1	1%	?	20µM*	5%	-3%	0%	8%	2	?
CN(C)CCCNC(=O)CC(c1ccccc1)c1ccccc1O (centres undefined)	-10%	-1%[59 µM]	-6%	27%	-19%	21%	i	2	2%

(more compounds)
SMILES	Pin1 inhibitor	G9a block	JMJD2A Tudor inh	HP1b chromo inh	POLH inh	GLS inh	PGK inhibitor	PI4K2A inh	BAZ2B block
CCCN(CCO)Cc1ccc(F)c(Br)c1	?	16µM*	14µM*	?	-14%	-1%	nt	7	79µM*
COC(=O)c1ccc(/C=C/C(=O)OCC(=O)NCc2cccs2)cc1	2%	nt	-24%	27%	-8%	-1%	0%	-6	nt
c1ccc(-c2onc(-c3ccco3)c2-c2ccc3c(c2)OCO3)cc1	16%	nt	-10%	90%[activator]	-3%	-4%	i	-5	?
N#CCSc1nnc(COc2ccccc2)n1-c1ccccc1	0%	6%[59 µM]	-7%	19%	0%	-4%	-1%	3	-3%
CCc1ccc(N2CC(C(=O)Nc3ccc(S(=O)(=O)N4CCCCC4)cc3)CC2=O)cc1 (centres undefined)	33%[activator]	nt	-10%	22%	-4%	5%	-5%	-1	10%
O=C(Cc1nnc(NC(=O)c2ccccc2)s1)N/N=C/c1ccc(O)cc1	?	-2%[59 µM]	0%	53%[activator]	-22%	5%	-1%	4	?
COc1ccc(OC)c(-n2c(SCC(=O)Nc3cccc(S(N)(=O)=O)c3)nc3ccccc3c2=O)c1	17%	5%	-21%	-8%	-4%	-3%	-12%	-9	-22%
Cc1cc(NC(=O)CSc2nc(-c3ccccc3C)nc3c2c(=O)n(C)c(=O)n3C)no1	-11%	-29%[59 µM]	-9%	18%[57 µM]	-17%	1%	-3%	-2	1%
COc1ccc(NS(=O)(=O)c2ccc(C)cc2)c([N+](=O)[O-])c1	-1%	?	-3%[11.4 µM]	?	?	16%	0%	2	-33%
CN(C(=O)C1CCCO1)c1nnc(-c2ccccn2)s1 (centres undefined)	-1%	-44%[59 µM]	-28%	57%[activator]	10%	14%	-4%	-7	?
COc1cc(NC(=O)c2ccc3c(c2)OCO3)ccc1NC(=O)C(C)C	-3%	-6%	79µM*	?	-10%	-5%	-4%	2	-1%
CC(=O)c1ccc(NC(=O)/C=C/c2ccc(C)o2)cc1	6%	11µM*	50µM*	?	-14%	-18%	i	-1	?
COc1ccc(NC(=O)CN(c2ccc(OC)c(Cl)c2)S(=O)(=O)c2ccccc2)c(OC)c1	18%	15%[59 µM]	-17%	18%	-12%	-6%	-5%	-3	-9%
O=C(COC(=O)[C@@H]1CC(O)CN1S(=O)(=O)c1ccc2c(c1)OCCO2)Nc1ccccc1F (some centres undefined)	4%	19%	2%	30%	-14%	-2%	-5%	5	1%
O=C(Nc1ccc(Br)cc1Cl)Nn1cnnc1	-4%	?	-3%[57.1 µM]	36%	-12%	2%	-13%	0	-6%
O=C(OCc1ccc(Cl)c(Cl)c1)c1ccc[nH]1	1%	31%	-10%	49%[activator]	-23%	-6%	-2%	2	-7%
CSc1ccc(C=O)cc1	1%	-7%[0.501 µM]	-17%	22%	-15%	-2%	-6%	6	9%
CC(C)C(=O)N1CCN(c2ccc(NC(=O)c3ccc([N+](=O)[O-])o3)cc2Cl)CC1	0%	13%[59 µM]	-26%	4%	-8%	0%	-9%	2	-36%
Cc1ccc2cccc(Oc3ncnc4sc(C)c(C)c34)c2n1	-5%	-11%[59 µM]	4%	25%	1%	-21%	-7%	0	7%
CCOc1ccc(S(=O)(=O)N2CCN=C2c2ccccc2)cc1	-2%	63%[activator]	-10%	20%	-6%	-3%	-10%	-1	1%
O=C(NCc1ccco1)[C@@H]1CCCN1C(=O)c1cccs1	-8%	7%[12.7 µM]	6%	21%	-1%	2%	-3%	1	10%
COc1cccc(N2CC(NS(=O)(=O)c3cccs3)CC2=O)c1 (centres undefined)	-10%	4%	-16%	2%	-14%	4%	9%	0	7%
COc1ccc(Cl)c2sc(N3CCN(C(C)=O)CC3)nc12	1%	11%	-4%	65%[activator]	-18%	-6%	-4%	8	1%
O=C(c1cc(COc2c(F)cccc2F)on1)N(Cc1ccccc1)CC1CC1	?	209%[activator]	108%[activator]	136%[activator]	-15%	-6%	4%	0	62%[activator]
CCc1ccc(NC(=O)C(CC)n2c(=O)c(C(F)(F)F)nc3ccccc32)cc1 (centres undefined)	3%	2%[59 µM]	3%	32%	-21%	?	9%	0	2%
CCOc1ccc(C2C(C#N)=C(N)Oc3nc[nH]c(=O)c32)cc1OC (centres undefined)	25%	?	-29%	16%	8%	-5%	-2%	-3	-4%
Cc1ccc(CNC(=O)CSc2nc3ccsc3c(=O)n2Cc2ccccn2)cc1	2%	?	-22%	-1%	-10%	1%	-4%	-1	0%

The list is partial. The share of hits here may be higher or lower than overall.
